Compound activity from PubChem.
GLS inhibitor = blocks human kidney-isoform glutaminase activity. O94925. hit rate 0.21% among 410,000. GLS enzymatic activity, qHTS titration. AID 624170. Potency, µM (doses to about 45.5 µM), inactives show at the top dose activity change, negative = inhibition, most hits filed as inhibitors; also: potency is read from the fitted curve at half-maximal effect; % is scaled to controls: 0 for no effect and ±100 for the full control effect
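Coupled fluorescence readout: glutamate oxidase/HRP/Amplex Red detect glutamate formed by hKGA from L-glutamine (1 mM solution added). Buffer 45 mM KH2PO4 pH 8.2, 0.02% Tween-20; reads at t0 and 30 min RT.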
USP1-UAF1 inh = blocks the human USP1/UAF1 deubiquitinase complex | recombinant USP1/UAF1, Ub-Rhodamine cleavage fluorescence | Potency, µM (top dose mostly 57.1 µM), for inactives: at the top dose activity change, negative = inhibition, most hits filed as inhibitors | hit rate 0.23% among 390,000 | AID 743255; also: potency is read from the fitted curve at half-maximal effect; % is scaled to controls: 0 for no effect and ±100 for the full control effect; nearly all actives have a fitted effect of over 60% in size; inactives centre near -12
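Step one: compound is pinned into 1nM USP1/UAF1 in HEPES pH 7.8 buffer with TCEP. Step two: 15 min room-temperature incubation. Step three: Ub-Rho (150nM final) starts cleavage, tracked by fluorescence over six one-minute reads.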
PI4K2A block = inhibitors of human PI4K2A. AID 1346378. purified PI4K2A, ADP-Glo luminescence, 1 h; stronger effect = lower value. activity change, negative = inhibition, % at 76.9 µM. hit rate 0.13% among 420,000; in the data active = activity change below about -50%; inconclusive = mostly about -30% to -49%;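 also: -100% = wells without enzyme as full effect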
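PI4K2A activity was measured by ADP-Glo luminescence: enzyme (4 ug/mL stock) and phosphatidylinositol (1.2 mM stock) in Tris pH 7.5/MgCl2/EGTA/Triton X-100 buffer were reacted with ATP (300 microM stock) for one hour at ambient temperature.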
IDH1 R132H inh = blocks human mutant IDH1 R132H enzyme | hit rate 0.093% among 390,000 | O75874 | AID 602179 | IDH1-R132H enzyme, NADPH consumption, diaphorase/resazurin fluorescence | Potency, µM (titrated, usually from 76.6 µM), inactives show top-dose activity change, negative = inhibition, most hits filed as inhibitors; also: potency is read from the fitted curve at half-maximal effect; % is scaled to controls: 0 for no effect and ±100 for the full control effect; nearly all actives have a fitted effect of over 65% in size
Target sequence (O75874 whole entry R132H, stated change not applied): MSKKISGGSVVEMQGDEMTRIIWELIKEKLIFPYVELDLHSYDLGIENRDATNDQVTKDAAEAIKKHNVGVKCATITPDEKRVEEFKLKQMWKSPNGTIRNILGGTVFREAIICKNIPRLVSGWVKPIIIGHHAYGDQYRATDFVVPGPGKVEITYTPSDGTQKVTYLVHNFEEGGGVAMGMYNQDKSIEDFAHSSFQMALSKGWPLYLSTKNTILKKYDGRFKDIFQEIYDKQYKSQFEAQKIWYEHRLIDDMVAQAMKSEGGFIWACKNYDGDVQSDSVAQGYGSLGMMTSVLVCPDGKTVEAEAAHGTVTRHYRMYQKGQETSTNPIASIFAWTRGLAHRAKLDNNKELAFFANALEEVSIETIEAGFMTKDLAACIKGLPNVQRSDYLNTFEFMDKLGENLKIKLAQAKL
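IDH1-R132H (0.5 ug/mL dispensed) in pH 7.5 Tris buffer was preincubated 30 min with compound, then given a substrate mix of 0.016 mM NADPH and 2 mM alpha-KG for 80 min at room temperature; remaining NADPH was read by diaphorase/resazurin fluorescence.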
TrxR1 inh = blocks rat thioredoxin reductase 1; O89049; recombinant rTrxR1, NADPH fluorescence consumption, selenite substrate; Potency, µM (titrated, usually from 114 µM), for the others: top-dose activity change, negative = inhibition, most hits filed as inhibitors; hit rate 1% among 390,000; AID 588453; also: potency is read from the fitted curve at half-maximal effect; % is scaled to controls: 0 for no effect and ±100 for the full control effect; nearly all actives have a fitted effect of over 65% in size
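Rat TrxR1 (90 nM in the dispensed reagent) was pre-reduced with 400 uM NADPH for 5 min at room temperature, then incubated with compound for 15 min. After 400 uM selenite was added, NADPH fluorescence (Ex 340/Em 450 nm) was followed for 8 min.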
TrxR1 substrate = is turned over as a substrate by rat TrxR1 | purified TrxR1 substrate turnover, NADPH consumption readout | Potency, µM (doses to about 114 µM), inactives show at the highest dose activity change, negative = substrate turnover | hit rate 0.01% among 390,000; also: potency is read from the fitted curve at half-maximal effect; % is scaled to controls: 0 for no effect and ±100 for the full control effect; nearly all actives have a fitted effect of over 50% in size
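Rat TrxR1, dispensed at 90 nM, was prereduced with 400 uM NADPH (final) for 5 min at ~22 deg C, then incubated with compound 15 min before 400 uM selenite. A first-read NADPH fluorescence drop versus no-compound background flagged substrates.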
Tb PGK inh = inhibitors of T. brucei phosphoglycerate kinase. hit rate 0.043% among 380,000. Potency, µM (doses to about 57.5 µM), for inactives: at the top dose activity change, negative = inhibition, most hits filed as inhibitors. AID 602233. PGK/GAPDH coupled, Kinase-Glo luminescence, 60 min; also: potency is read from the fitted curve at half-maximal effect; % is scaled to controls: 0 for no effect and ±100 for the full control effect; nearly all actives have a fitted effect of over 60% in size
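Recombinant glycosomal PGK reaction used 1,3-bisphosphoglycerate generated in-well by GAPDH (100nM final) in 100mM TEA pH 7.6, 5mM MgCl2, 0.01% Tween-20. After 60 minutes at room temperature, ATP was read by Kinase-Glo Plus luminescence end-point.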
Pin1 inhibitor = blocks the human prolyl isomerase Pin1; AID 504891; Potency, µM (top dose mostly 115 µM), without a hit: top-dose activity, negative = inhibition, actives largely listed as inhibitors; Pin1 FP peptide displacement, HiFluor488, 10 min; hit rate 0.009% among 390,000; Q13526; active = well fitted inhibition curve with a large enough effect in the polarisation, with a control signal flat, not every such curve was filed as active; inconclusive = small, poorly fitted or top-dose-only effect, or effect the other way, or a change in a side signal; inactive = no such curve, though single readings can be large or run the other way; the % refers to the polarisation; also: potency is read from the fitted curve at half-maximal effect; % is scaled to controls: 0 for no effect and ±100 for the full control effect
Target sequence (Q13526 whole entry, looked up): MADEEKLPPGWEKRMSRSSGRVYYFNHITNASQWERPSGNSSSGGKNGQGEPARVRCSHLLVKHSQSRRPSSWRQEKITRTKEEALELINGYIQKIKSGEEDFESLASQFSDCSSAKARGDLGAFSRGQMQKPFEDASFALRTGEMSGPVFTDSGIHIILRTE
HP1b binding inh = inhibitors of HP1-beta chromodomain binding to methylated histone tails; P83916; AlphaScreen HP1-beta / biotin-H3K9me3 peptide binding; Potency, µM (top dose mostly 114 µM), for the others: at the top dose activity change, negative = inhibition, hits mostly inhibitors; hit rate 0.56% among 390,000; also: potency is read from the fitted curve at half-maximal effect; nearly all actives have a fitted effect of over 70% in size; inactives centre near 23
Target sequence (P83916 whole entry, looked up): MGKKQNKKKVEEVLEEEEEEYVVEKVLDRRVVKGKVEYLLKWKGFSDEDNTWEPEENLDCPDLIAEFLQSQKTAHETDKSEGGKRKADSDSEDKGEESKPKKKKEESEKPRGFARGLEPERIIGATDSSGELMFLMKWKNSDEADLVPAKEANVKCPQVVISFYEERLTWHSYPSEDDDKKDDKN
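AlphaScreen: HP1-beta (50 nM) preformed 30 min with biotin-H3(1-18)K9me3 peptide (50 nM) in PBS pH 7.4, 0.01% Tween-20. Compound added for 30 min at RT, then streptavidin donor/nickel chelate acceptor beads (10 ug/mL) for 30 min.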
* marks the source's active call; other numbers are inactive results; i = inactive; u = inconclusive; x = not tested or not shown; [ ] = another dose, or the depositor's remark. Unless noted, calls follow the shape of the dose curve; as a rule, active = well fitted curve in the direction sought with a large enough effect; inconclusive = small, poorly fitted or top-dose-only effect, or another doubt; inactive = no such curve, though single readings can be large; an effect the other way counts as inactive or inconclusive.

SMILES | GLS inhibitor | USP1-UAF1 inh | PI4K2A block | IDH1 R132H inh | TrxR1 inh | TrxR1 substrate | Tb PGK inh | Pin1 inhibitor | HP1b binding inh
CCOC(=O)C1(CC)NC(c2ccco2)C2C(=O)N(CC)C(=O)C21 (centres undefined) | 0% | 4% | -1 | 14% | 13%[57.1 µM] | 13%[57.1 µM] | -7% | -2% | 24%
CN1CCN(c2ccc(CNC(=O)c3ccco3)cc2)CC1 | 34%[activator] | 7% | 0 | -8% | -2% | -7% | 2% | 5% | 24%
O=C(Nc1ccc(S(=O)(=O)N2CCCC2)cc1)c1ccc(F)cc1 | 0% | -21% | 2 | 2% | 13% | 14% | 11% | 10% | 22%[57 µM]
Cc1ccsc1C(=O)NNC(=O)c1cccc(S(=O)(=O)N2CCCC2)c1 | 16% | -17% | 2 | 3% | -15% | -8% | -5% | 0% | 20%
Cc1cc(C)nc(SCc2ccc(C(=O)N/N=C/c3ccco3)cc2)n1 | 1% | -14% | 2 | 12% | 13%[57.1 µM] | -14%[57.1 µM] | -4% | 2% | 14%
CCC(C)NC(=O)Cn1cc(S(=O)(=O)N2CCCC2)c(S(=O)(=O)N2CCCC2)c1 (centres undefined) | -2% | -16% | -3 | 0% | 8% | 8% | i | -12% | 98%[activator]
COc1cccc(CNC(=O)CCNC(=O)Cn2ccc3ccccc3c2=O)c1 | 2% | -22% | 3 | 5% | 8% | 6% | 3% | u | 20%
CCCN1CCC(NC(=S)Nc2ccc(S(N)(=O)=O)cc2)CC1 | 0% | -11% | 1 | 0% | 10%[57.1 µM] | 1%[57.1 µM] | i | 4% | 43%[activator]
COc1cc2[nH]c(=O)c(C(=O)NCCCN3CCOCC3)c(O)c2cc1OC | 0% | -4% | -3 | 0% | 21%[57.1 µM] | 65% | -6% | 5% | 20%
CC1CC(C)(C)CC2(C1)NC(=O)N(CC(=O)NCCc1ccc3c(c1)OCCO3)C2=O (centres undefined) | -12% | -24% | 2 | 2% | 11%[57.1 µM] | 5%[57.1 µM] | -2% | 1% | 28%
Cc1cc(C(=O)NCc2cccc(Cl)c2)c2ccccc2n1 | -1% | -9% | 8 | 4% | -7%[57.1 µM] | -5%[57.1 µM] | -2% | 1% | 25%
CCN(CC)CCCNc1nc2ccccc2c2nc(-c3ccncc3)nn12 | -20% | -3% | -2 | 4% | 0% | -4% | 0% | 4% | 14%[57 µM]
N[C@@H](Cc1ccccc1)C(=O)N1CCC(C(=O)NCC(=O)NCC(=O)O)CC1 | -10% | -11% | -3 | 8% | 17%[57.1 µM] | 11%[57.1 µM] | -2% | -6% | 10%
CC(=O)Nc1ccc(C(=O)OCC(=O)NCCC2=CCCCC2)cc1 | -2% | -13% | -7 | 3% | -2% | -5% | i | -2% | 20%
COc1ccccc1NC(=O)c1cc(C)nc2ccccc12 | 1% | -18% | -2 | 5% | 15% | 3% | -4% | -1% | 15%
Clc1ccc(OCc2nc(-c3ccc(-n4cccc4)cc3)no2)cc1 | 11% | u | -3 | 18% | -3% | -5% | -11% | -1% | 12%
O=C(Nc1cccc(C(F)(F)F)c1)N1CCC(CN2CCCCCC2)CC1 | -25% | -19% | 3 | -8% | u | -1% | i | 18% | 25%
O=C(c1ccccc1Cl)N1CCN(c2ncccn2)CC1 | -29% | -11% | -3 | 1% | 22%[57.1 µM] | 11%[57.1 µM] | 3% | -13% | 19%
O=C(Nc1ccc2c(c1)OCO2)c1sc2cc(Cl)ccc2c1Cl | 5% | 3% | -5 | 8% | 10% | 22% | 0% | 4% | 6%
COc1ccc(OC)c(NC(=O)C2CCCN(S(=O)(=O)c3ccc(-n4cnnn4)cc3)C2)c1 (centres undefined) | 3% | -21% | 3 | -7% | -2% | -5% | -4% | 2% | -5%
NS(=O)(=O)c1ccc(NC(NC(=O)c2cccnc2)C(Cl)(Cl)Cl)cc1 (centres undefined) | 6% | -13% | -1 | 0% | 11% | 1% | 6% | 1% | 25%
O=C(Cc1ccccc1F)Nc1ccccc1N1CCCC1 | 9% | -26% | -1 | 0% | 25% | 10% | -11% | 3% | 10%
CCC(=O)Nc1nnc(SCC(=O)NCCc2ccc(OC)c(OC)c2)s1 | -1% | -22% | -4 | 7% | 18% | 3% | i | -10% | 50%[activator]
C[C@]1(OC(=O)/C=C/c2ccccc2)C[C@@H](O)[C@]2(O)C=CO[C@@H](O[C@@H]3O[C@H](CO)[C@@H](O)[C@H](O)[C@H]3O)[C@@H]21 | -16% | -24% | 2 | 4% | -37% | 1% | -7% | 6% | 54%[activator]
CC(=O)N1c2ccc(S(=O)(=O)N3CCC(C(=O)NCc4ccccc4)CC3)cc2CC1C (centres undefined) | 0% | -28% | -2 | -9% | 13% | 2% | 6% | -10% | 34%
CC(=O)N1CCCc2cc(S(=O)(=O)N(C)CC(=O)Nc3ccccc3)ccc21 | 2% | -23% | 2 | 11% | x | x | i | x | x
O=C(NN1C(=O)/C(=C/c2ccc(O)cc2)SC1=S)c1ccccc1O | 19% | u | -5 | 5% | -3%[57.1 µM] | -2%[57.1 µM] | -2% | u | u
CCOC(=O)CN1CC23C=CC(O2)C(C(=O)NCCc2ccccc2)C3C1=O (centres undefined) | 1% | -8% | 1 | -14% | 17%[57.1 µM] | 6%[57.1 µM] | -7% | -5% | 29%
CCN1CCN(CCC(=O)Nc2ccccc2)CC1 | 13% | 7% | 0 | -5% | 3% | -4% | 3% | -1% | 23%
Cc1onc(-c2ccccc2Cl)c1C(=O)N1CCN(C=O)CC1 | -4% | -11% | 2 | 3% | 17% | 6% | -3% | -3% | 26%
COc1ccc(CCNC(=O)CSc2cc(=O)n(C)c3ccccc23)cc1OC | -15% | -24% | 1 | 2% | 14% | -2% | -9% | u | 48%[activator]
CN(C(=O)c1ccc2c(c1)OCO2)C1(C(=O)NC2CCCC2)CCCCC1 | -2% | -20% | -2 | 11% | 12% | 1% | 0% | 4% | 31%
COc1cc(C(=O)Nc2nnc(C3=COCCO3)o2)cc(OC)c1OC | 0% | -23% | -1 | 11% | -4% | -7% | -10% | 1% | 23%
O=C(c1ccccc1)C1CCN(C(=O)c2cccs2)CC1 | 2% | -15% | 2 | -3% | 9%[57.1 µM] | 4% | 4% | 3% | 24%
CC[C@]12c3[nH]c4cc(CCC(=O)N(C)C)ccc4c3CCN1C(=O)[C@@H](CC(=O)NCc1ccco1)C[C@@H]2C(=O)N1CCN(C(=O)c2ccco2)CC1 | -3% | -27% | -2 | 2%[38.3 µM] | 11% | 9% | -6% | 1% | 60%[activator]
COCCn1c(SCC(=O)NCc2ccccc2)nnc1-c1ccco1 | -2% | -10% | 1 | 3% | -6% | 2% | -3% | 6% | 52%[activator]

Six entries from above, comma-delimited.
SMILES,GLS inhibitor,USP1-UAF1 inh,PI4K2A block,IDH1 R132H inh,TrxR1 inh,TrxR1 substrate,Tb PGK inh,Pin1 inhibitor,HP1b binding inh
O=C(NN1C(=O)/C(=C/c2ccc(O)cc2)SC1=S)c1ccccc1O,19%,u,-5,5%,-3%[57.1 µM],-2%[57.1 µM],-2%,u,u
CCOC(=O)CN1CC23C=CC(O2)C(C(=O)NCCc2ccccc2)C3C1=O (centres undefined),1%,-8%,1,-14%,17%[57.1 µM],6%[57.1 µM],-7%,-5%,29%
CCN1CCN(CCC(=O)Nc2ccccc2)CC1,13%,7%,0,-5%,3%,-4%,3%,-1%,23%
Cc1onc(-c2ccccc2Cl)c1C(=O)N1CCN(C=O)CC1,-4%,-11%,2,3%,17%,6%,-3%,-3%,26%
COc1ccc(CCNC(=O)CSc2cc(=O)n(C)c3ccccc23)cc1OC,-15%,-24%,1,2%,14%,-2%,-9%,u,48%[activator]
CN(C(=O)c1ccc2c(c1)OCO2)C1(C(=O)NC2CCCC2)CCCCC1,-2%,-20%,-2,11%,12%,1%,0%,4%,31%

This is a subset; rates above refer to the full screens.
